# Source: PubChem (National Center for Advancing Translational Sciences (NCATS))
# USP2a inh: USP2a (human) protease inhibition | 0.1% of 60,000 active | USP2a enzymatic assay, qHTS inhibition | O75604 | AID 927 | Potency, µM (highest dose often 38.3 µM), for inactives: at the highest dose activity change, negative = inhibition, hits mostly inhibitors;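 also: potency is read from the fitted curve at half-maximal effect; nearly all actives have a fitted effect of over 60% in size; plate controls were DMSO for no effect and NEM full inhibition control for full effect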
#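 20 nM USP2 core + cpd, 30 min RT; add 20 nM Ub-PLA2/20 uM NBD C6-HPC; read Ex460/Em535 at 0 h and 2.5 h. Normalized to NEM; qHTS curve fit/classification.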
# UbGFP stabilizer: proteasome inhibitors stabilizing ubiquitin-GFP reporter; Ubiquitin-GFP reporter cells, proteasome inhibition, GFP fluorescence; response scale: untreated = 0%, 10 µM MG-132 = 100%; Potency, µM (top dose mostly 45.9 µM), without a hit: at the top dose activation (GFP accumulation), actives largely listed as activators; 67,000 tested, under 10 active; active = well fitted activation curve with a large enough effect, not every such curve was filed as active; inconclusive = small, poorly fitted or top-dose-only effect, or another doubt; inactive = no such curve, though single readings can be large or run the other way; also: potency is read from the fitted curve at half-maximal effect
#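 U2OS cells stably expressing ubiquitin(G76V)-GFP, seeded overnight in 0.5% FBS medium, were exposed to compounds (qHTS, 46 uM to 2.9 nM) for 4 hr at 37 °C. GFP-positive cells were counted by laser cytometry (488 ex/515 em), normalized between basal and 10 uM MG-132.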
# 15-hLO inh: 15-hLO (ALOX15) enzyme inhibition; P16050; purified 15hLO-1, xylenol orange hydroperoxide absorbance; Potency, µM (titrated, usually from 57.1 µM), for the others: at the top dose activity change, negative = inhibition, most hits filed as inhibitors; 1.4% of 74,000 active; AID 887; also: potency is read from the fitted curve at half-maximal effect; % is scaled to controls: 0 for no effect and ±100 for the full control effect; nearly all actives have a fitted effect of over 55% in size
#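 Purified human 15hLO-1 (40 nM) in 25 mM Hepes pH 7.5, 0.01% Triton X-100, preincubated 15 min RT with compound, then 50 uM arachidonic acid for 6 min. Hydroperoxide read by ferrous/xylenol orange, 30 min; 573/405 nm absorbance ratio gave progress.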
# DNA Pol III inh: blocks replication by bacterial DNA polymerase III holoenzyme; reconstituted DNA polymerase III holoenzyme replication, biochemical; Potency, µM (doses to about 57.1 µM), inactives show top-dose activity change, negative = inhibition; 0.25% of 71,000 active; AID 603; also: potency is read from the fitted curve at half-maximal effect; % is scaled to controls: 0 for no effect and ±100 for the full control effect
#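 Reconstituted *E. coli* holoenzyme (0.35 nM Pol III, 1 nM beta, 154 nM SSB, 2 nM primase) was preincubated with compound for 15 min at RT. Synthesis on 1.4 nM ssM13Gori ran 35 min, then was stopped with PicoGreen/EDTA and read as dsDNA fluorescence.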
# BRCT PPI green: inhibitors of human BRCA1 BRCT-phosphoprotein interaction (green fluorophore); 0.05% of 75,000 active; Potency, µM (highest dose often 76.9 µM), for inactives: top-dose activity change, negative = inhibition, usual class: inhibitors; AID 875; BRCA1 BRCT-phosphopeptide binding, green fluorescence polarization;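 also: potency is read from the fitted curve at half-maximal effect; plate controls were peptide without protein for full effect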
# Target sequence (P38398 whole entry, looked up): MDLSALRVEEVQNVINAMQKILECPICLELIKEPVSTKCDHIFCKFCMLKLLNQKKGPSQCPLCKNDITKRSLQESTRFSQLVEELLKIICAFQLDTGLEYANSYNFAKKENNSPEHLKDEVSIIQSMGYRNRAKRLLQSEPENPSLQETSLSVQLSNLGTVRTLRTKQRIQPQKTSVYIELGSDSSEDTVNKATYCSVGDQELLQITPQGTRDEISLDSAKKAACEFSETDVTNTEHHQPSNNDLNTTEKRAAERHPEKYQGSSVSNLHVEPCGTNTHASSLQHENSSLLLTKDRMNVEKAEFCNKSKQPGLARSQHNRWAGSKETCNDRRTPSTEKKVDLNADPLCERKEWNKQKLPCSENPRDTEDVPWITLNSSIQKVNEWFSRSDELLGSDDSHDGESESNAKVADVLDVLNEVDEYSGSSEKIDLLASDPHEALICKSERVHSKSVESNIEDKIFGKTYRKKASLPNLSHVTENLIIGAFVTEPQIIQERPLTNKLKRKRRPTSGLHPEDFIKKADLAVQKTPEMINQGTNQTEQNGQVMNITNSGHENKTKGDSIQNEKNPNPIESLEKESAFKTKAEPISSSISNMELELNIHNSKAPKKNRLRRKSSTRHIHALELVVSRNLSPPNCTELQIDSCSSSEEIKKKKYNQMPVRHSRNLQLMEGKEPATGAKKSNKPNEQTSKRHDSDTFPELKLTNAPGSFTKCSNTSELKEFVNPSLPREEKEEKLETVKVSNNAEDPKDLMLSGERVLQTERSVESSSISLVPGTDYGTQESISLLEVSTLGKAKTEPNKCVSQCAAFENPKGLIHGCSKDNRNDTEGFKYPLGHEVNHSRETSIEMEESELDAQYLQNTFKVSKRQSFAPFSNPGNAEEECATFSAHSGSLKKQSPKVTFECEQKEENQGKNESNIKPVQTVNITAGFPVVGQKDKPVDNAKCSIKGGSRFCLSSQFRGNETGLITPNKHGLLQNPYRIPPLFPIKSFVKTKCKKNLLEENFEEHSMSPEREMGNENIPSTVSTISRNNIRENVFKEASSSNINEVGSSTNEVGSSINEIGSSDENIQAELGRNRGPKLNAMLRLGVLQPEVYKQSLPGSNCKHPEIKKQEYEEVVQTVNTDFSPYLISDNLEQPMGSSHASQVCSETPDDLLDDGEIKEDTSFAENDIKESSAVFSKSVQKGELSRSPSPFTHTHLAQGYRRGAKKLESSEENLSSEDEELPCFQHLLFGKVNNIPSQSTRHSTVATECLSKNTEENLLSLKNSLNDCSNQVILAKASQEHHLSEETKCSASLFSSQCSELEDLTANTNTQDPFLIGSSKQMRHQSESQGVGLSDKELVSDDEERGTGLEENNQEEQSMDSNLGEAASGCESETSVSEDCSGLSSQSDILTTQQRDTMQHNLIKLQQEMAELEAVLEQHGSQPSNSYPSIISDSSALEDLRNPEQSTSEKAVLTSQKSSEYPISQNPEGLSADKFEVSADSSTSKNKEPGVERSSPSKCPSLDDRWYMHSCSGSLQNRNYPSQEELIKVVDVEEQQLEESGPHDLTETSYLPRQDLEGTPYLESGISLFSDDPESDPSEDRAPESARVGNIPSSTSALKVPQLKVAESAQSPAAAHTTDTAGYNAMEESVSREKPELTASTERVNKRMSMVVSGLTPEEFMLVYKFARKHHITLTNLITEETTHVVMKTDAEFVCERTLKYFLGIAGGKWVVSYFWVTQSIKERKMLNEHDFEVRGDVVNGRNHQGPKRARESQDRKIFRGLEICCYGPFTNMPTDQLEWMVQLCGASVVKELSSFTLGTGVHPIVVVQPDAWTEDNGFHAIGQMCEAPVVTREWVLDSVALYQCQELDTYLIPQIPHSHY
#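 Compounds were incubated for 12 min at room temperature with a complex of 100 nM fluorescein-tagged pBACH1 decapeptide and 250 nM His-tagged BRCT protein. Buffer was phosphate pH 7.3 with EDTA, DTT and Tween 20. Disruption of binding lowers the polarization signal.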
# Epigenetic mod: epigenetic GFP locus derepression in mouse cells | 0.09% of 68,000 active | Potency, µM (top dose mostly 46.1 µM), for inactives: top-dose GFP derepression (activation) | mouse C127i GFP locus derepression, cytometry, 30 h; also: % of control where 0% means no effect
#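 Derepression screen: silenced CMV-GFP reporter in murine C127i cells, 30 h compound incubation at 37 C, washed cells imaged by laser-scanning cytometer to enumerate GFP-expressing objects of 20 to 120 um.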
# BRCT PPI red: disrupts BRCA1 BRCT binding to phosphoprotein, red fluorophore readout | P38398 | BRCT-phosphopeptide binding, red fluorescence polarization | Potency, µM (doses to about 76.9 µM), inactives show at the highest dose activity change, negative = inhibition, hits mostly inhibitors | 0.03% of 75,000 active | AID 892; also: % is scaled to controls: 0 for no effect and ±100 for the full control effect
#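 Fluorescence polarization: 100 nM His-tagged BRCA1 BRCT with 100 nM TAMRA-labelled phospho-BACH1 decapeptide, phosphate buffer pH 7.3 with 150 mM NaCl, DTT, 0.01% Tween 20; 12 min RT. Binding inhibition seen as FP decrease.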
# HADH2 inhib: HADH2 (human) dehydrogenase inhibition; recombinant HADH2, NADH fluorescence, beta-hydroxybutyryl-CoA; 3.4% of 73,000 active; Q99714; Potency, µM (top dose mostly 57.1 µM), inactives show at the highest dose activity change, negative = inhibition, hits mostly inhibitors; also: potency is read from the fitted curve at half-maximal effect; % is scaled to controls: 0 for no effect and ±100 for the full control effect; nearly all actives have a fitted effect of over 60% in size; many of its hits are not listed in these tables
#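 Activity measured as NADH fluorescence gain (360/450 nm), taken as the change between first and last reads of a 4-min kinetic run. Conditions: pH 9.0 Tris buffer, 20 nM E. coli-expressed His-tagged enzyme, 1 mM NAD+, 90 uM beta-hydroxybutyryl-CoA; 15-min compound preincubation.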
# CRE Fsk mod: modulators of forskolin-stimulated CRE signaling in CHO cells; 2.5% of 71,000 active; Potency, µM (top dose mostly 38.2 µM), without a hit: at the top dose activity change, negative = inhibition, usual class: activators; AID 662; CHO CRE-bla reporter (cAMP response element driving beta-lactamase), forskolin EC10, beta-lactamase ratio; active = well fitted activation curve with a large enough effect in the signal ratio, with a control signal flat, not every such curve was filed as active; inconclusive = small, poorly fitted or top-dose-only effect, or effect the other way, or a change in a side signal; the % refers to the signal ratio; also: potency is read from the fitted curve at half-maximal effect; % of control where 0% means no effect
#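 qHTS titration format; CRE-bla CHO reporter; stimulus EC10 NKH 477, a water-soluble forskolin. Read: CCF4 460/530 nm ratio. Potency expressed as AC50 for activators or inhibitors.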
# HBB splice mod: hemoglobin beta splicing modulation | HBB splicing reporter cell assay, activation; EGFP reporter with mutant IVS2-654 intron; response scale: normalised to 500 nM splice-correcting PNA | Potency, µM (highest dose often 46.1 µM), for the others: at the top dose activation, usual class: activators | 0.06% of 65,000 active; also: potency is read from the fitted curve at half-maximal effect; 0% is about no effect
#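 Compounds were applied for 2 days to HeLa EGFP-654 cells, 500/well in Optimem with 2% FCS. The reporter's EGFP is disrupted by mis-splicing of beta-globin intron IVS2-654. Readout: summed well GFP fluorescence from 488 nm laser scanning; reference was 500 nM antisense […] 654 PNA.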
# Hsp90 Hop PPI: changes Hsp90-Hop TPR2A binding signal, up or down; AlphaScreen TPR2A-His6 binding biotin-Hsp90 C-terminal peptide; Potency, µM (highest dose often 57 µM), without a hit: at the top dose activity change, negative = inhibition; 0.44% of 71,000 active; active = well fitted curve in either direction with a large enough effect; inconclusive = small, poorly fitted or top-dose-only effect, or another doubt; also: potency is read from the fitted curve at half-maximal effect; % is scaled to controls: 0 for no effect and ±100 for the full control effect; many of its hits are not listed in these tables
# * hit, by the source's call; ? = inconclusive; . = not tested or not shown; [ ] = another dose, or the depositor's remark. Unless noted, calls follow the shape of the dose curve; as a rule, active = well fitted curve in the direction sought with a large enough effect; inconclusive = small, poorly fitted or top-dose-only effect, or another doubt; inactive = no such curve, though single readings can be large; an effect the other way counts as inactive or inconclusive. Some of the compounds tested; count on the stated rates, not on these rows.
SMILES,USP2a inh,UbGFP stabilizer,15-hLO inh,DNA Pol III inh,BRCT PPI green,Epigenetic mod,BRCT PPI red,HADH2 inhib,CRE Fsk mod,HBB splice mod,Hsp90 Hop PPI
CCOC(=O)Cn1c(=O)oc2cc(S(=O)(=O)Nc3cccc(C)c3)ccc21,.,14.6%,-6.1%,-5.9%,-0.7%,.,-3.3%,8.7%,?,0.3%,0.3%
CCc1ccccc1NC(=O)CN1CCC(NC(=O)COC)CC1,-4.9%,-1.9%,2.7%,-3.2%,-0.6%,-2.4%,-0.3%,1.5%,3.3%,.,-2.8%
Cc1ccc(-n2ncc(C#N)c2/N=C/N(C)C)cc1,-1.2%,0.9%,-2.7%,0.8%,0.5%,2.2%,1.7%,4.5%,15.0%,-0.9%,-2.5%
CCOc1ccc(OCC)c(NC(=O)CN2CCN(c3cccc(C)c3)CC2)c1,-8.2%,-0.3%,-8.9%,-2.3%,-3.8%,1.3%,0.0%,11.7%,-8.1%,-0.2%[57.5 µM],-9.4%
Cc1ccc(CN2C(=O)CCC2C(=O)NCc2ccco2)cc1 (configuration not stated),1.8%,7.1%,-0.1%,2.1%,-0.2%,1.1%,-0.2%,4.6%,-12.0%,-0.6%,-5.5%
Cc1c(NC(=O)CN2c3cccc4cccc(c34)S2(=O)=O)c(=O)n(-c2ccccc2)n1C,8.3%,-6.1%,0.8%,-1.8%,0.3%,0.0%,1.8%,?,-14.7%,0.6%,-4.4%
Cc1cc(Nc2c(C)cccc2C)n2nc(C)nc2n1,.,-8.8%,2.6%,-2.6%,-2.3%,-4.1%,-0.6%,-3.0%,1.3%,0.1%,-1.4%
CS(=O)(=O)N1CCN(CC2CC3C=CC2C3)CC1 (configuration not stated),0.2%,-2.6%,-2.9%,-2.1%,-1.1%,-2.9%,0.1%,-17.9%,-1.1%,.,1.5%
CN1CCC2(CC1)CCN(C(=O)c1ccncc1)CC2,1.6%,-5.6%,1.6%,-1.9%,-0.4%,-0.2%[9.22 µM],-1.5%,1.2%,-1.3%,0.7%,-1.1%
CCOC(=O)c1cccnc1SCC(=O)N(C)c1ccccc1,2.5%,9.9%,3.0%,-2.9%,-1.5%,0.0%,1.4%,-14.3%,6.9%,-2.5%[57.5 µM],-3.5%
CC(C)(C)N=C1NC(=NC(C)(C)C)c2ccccc21,-5.9%,1.6%,0.3%,-13.2%,-1.0%,1.2%,1.6%,4.3%,-13.3%,0.5%,-0.5%
O=Cc1ccc(OC2C=CC(c3ccccc3)OC2CO)cc1 (configuration not stated),.,.,-3.3%[11.4 µM],.,-0.5%[15.4 µM],.,0.2%[15.4 µM],-0.6%[11.4 µM],.,0.1%[9.22 µM],.
c1ccc(-n2nnnc2-n2ccnc2)cc1,-3.6%,-8.2%,0.9%,-3.8%,-1.7%,2.5%,-2.6%,-2.0%,-1.0%,-6.8%,-2.1%
Cc1cc(C(=O)N[C@@H](c2ccccc2)[C@]2(C)C[C@H]2[C@@H](C)C(=O)Nc2ccc3ccccc3c2)no1,.,.,.,1.4%,-0.3%,.,0.3%,14.8%,?,2.3%,-7.7%
CCC(=O)Nc1cccc(NC(=O)c2cccnc2)c1,14.3%,4.8%,7.3%,-3.4%,-1.9%,-3.0%,-0.9%,2.5%,7.1%,.,1.2%

# Some entries already given, showing only USP2a inh:
mol	USP2a inh
CCOc1ccc(OCC)c(NC(=O)CN2CCN(c3cccc(C)c3)CC2)c1	-8.2%
Cc1ccc(-n2ncc(C#N)c2/N=C/N(C)C)cc1	-1.2%

# Other entries:
SMILES,USP2a inh,UbGFP stabilizer,15-hLO inh,DNA Pol III inh,BRCT PPI green,Epigenetic mod,BRCT PPI red,HADH2 inhib,CRE Fsk mod,HBB splice mod,Hsp90 Hop PPI
CC(C)CCNC(=O)Cc1c(C(=O)O)[nH]c2ccc(Cl)cc12,13.7%,-7.3%,-6.8%,-6.4%,-1.6%,2.9%,-1.3%,0.4%,-16.9%,1.3%,0.2%
Cc1ccc(NC(=O)C(C)N2C(=O)C3CC=C(Cl)CC3C2=O)cc1 (configuration not stated),23.3%,10.5%,-8.0%,-2.4%,-2.0%,-3.3%,-1.0%,-13.0%,-6.2%,-0.3%,?
O=C(O)c1ccc(CSc2n[nH]c(-c3ccco3)n2)cc1,-7.6%,2.3%,-7.3%,-2.3%,-1.8%,-2.0%,-3.1%,?,2.5%,2.2%,-1.3%
COc1ccc(C(c2nnnn2C2CCCCC2)N2CCN(c3ccccc3F)CC2)cc1 (configuration not stated),.,3.1%,2.9%,-4.1%,-1.6%,2.3%,-1.9%,0.8%,-3.5%,0.1%[57.5 µM],-3.6%
Cc1cccc(CNc2ncnc3ccc(-c4c(C)noc4C)cc23)c1,35.9%[activator],-4.9%,-0.5%,4.3%,5.8%,0.0%[9.22 µM],-0.3%,-11.7%,?,0.2%,-6.3%
O=C(c1ccc(CS(=O)(=O)c2ccc(Br)cc2)o1)N1CCN(c2ccccn2)CC1,.,-3.7%,-3.2%,2.1%,-3.3%,.,-2.3%,11.3%,1.8%,-0.4%,-0.9%[2.3 µM]
O=C(c1ccccc1)c1cc2ccccc2o1,-4.9%,-2.6%,-23.2%,-5.4%,-2.9%,0.7%,-3.5%,-13.4%,2.7%,.,?
CCN1C(=O)C(CC(=O)NC2CCCCC2)N(CC)C1=O (configuration not stated),3.2%,-1.1%,-0.1%,1.5%,-0.2%,0.0%,1.9%,15.7%,-0.2%,0.0%,2.4%
CC(C)c1nc2oc3c(N4CCNCC4)ncnc3c2c2c1CCC2,-6.8%,0.0%,-6.0%,-0.5%,2.3%,3.8%,-0.6%,7.4%,8.5%,-1.4%[0.369 µM],-9.5%
COCCNc1nc(-c2c(C)noc2C)nc2ccccc12,?,0.2%,7.1%,-1.6%,-4.9%,0.7%[9.22 µM],-1.5%,-15.6%,?,0.1%,-1.4%
Clc1ccc(-c2noc(CN3CCCC3)n2)cc1,17.9%,2.4%,0.9%,0.3%,-1.1%,-1.7%,0.6%,3.0%,0.1%,-0.1%,-2.3%
CN1C(=O)C(O)(CC(=O)c2ccc3c(c2)OCO3)c2ccccc21 (configuration not stated),5.0%[7.66 µM],-9.1%[9.17 µM],-1.9%[11.4 µM],-2.8%[11.4 µM],0.7%,-1.5%,-1.8%,-10.7%[11.4 µM],?,0.1%[0.0738 µM],-1.3%[11 µM]
CCC(C)N1C(=O)C2C(C(=O)Nc3cccc(OC)c3)C3C=CC2(O3)C1C(=O)NC1CCCCC1C (configuration not stated),9.3%,-3.4%,-8.0%,-3.6%,0.9%,5.9%,-1.0%,2.8%,-9.3%,-0.8%,-5.4%
CCC(=O)N1CCN=C1SCc1ccccc1,.,0.0%,5.3%,-5.4%,-1.4%,-3.4%,0.7%,5.2%,-2.7%,-0.7%,1.5%
C=CCn1c(SCc2nc(N)nc(N(C)C)n2)nnc1-c1cccnc1,3.4%,5.1%,1.0%,-2.0%,0.1%,-2.0%,0.9%,4.3%,5.4%,0.0%,-16.6%
O=S1(=O)CCN2C(c3ccc4c(c3)CCCC4)=CSC2=N1,-1.6%,0.0%,11.1%,-2.8%,-1.5%,3.3%,-1.4%,10.7%,?,-1.8%,-3.8%
O=C(Oc1ccc(Cl)cc1)N1CCCCC1,-1.0%,-0.5%,6.8%,-0.5%,-2.4%,0.0%,2.6%,-0.6%,6.9%,1.2%[9.22 µM],2.5%
